Screening results as filed in PubChem.
PI4K2A inh = qHTS for small molecular inhibitors of PI4K2A; activity change, negative = inhibition, % at 76.9 µM; purified PI4K2A, ADP-Glo luminescence, 1 h; hits give low values; 420,000 tested, 0.13% active; Phosphatidylinositol 4-kinase type 2-alpha (Homo sapiens), Q9BTU6; in the data active = activity change below about -50%; inconclusive = mostly about -30% to -49%;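 note: -100% = wells without enzyme as full effect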
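PI4K2A activity was measured by ADP-Glo luminescence: enzyme (4 ug/mL stock) and phosphatidylinositol (1.2 mM stock) in Tris pH 7.5/MgCl2/EGTA/Triton X-100 buffer were reacted with ATP (300 microM stock) for one hour at ambient temperature.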
Tb PGK inh = qHTS Assay to Find Inhibitors of Phosphoglycerate Kinase | Phosphoglycerate kinase, glycosomal (Trypanosoma brucei brucei), P07378 | PGK/GAPDH coupled, Kinase-Glo luminescence, 60 min | Potency, µM (doses to about 57.5 µM), for inactives: at the top dose activity change, negative = inhibition, hits mostly inhibitors | 380,000 tested, 0.043% active; note: potency is the fitted concentration of half-maximal effect; % is set by controls: 0 for no effect and ±100 for the full control effect; nearly all actives have a fitted effect of over 60% in size
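Recombinant glycosomal PGK reaction used 1,3-bisphosphoglycerate generated in-well by GAPDH (100nM final) in 100mM TEA pH 7.6, 5mM MgCl2, 0.01% Tween-20. After 60 minutes at room temperature, ATP was read by Kinase-Glo Plus luminescence end-point.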
TrxR1 substrate = qHTS Assay for Substrates of Mammalian Selenoprotein Thioredoxin Reductase 1 (TrxR1): qHTS; 390,000 tested, 0.01% active; Potency, µM (top dose mostly 114 µM), without a hit: at the highest dose activity change, negative = substrate turnover; AID 588456, 2011; purified TrxR1 substrate turnover, NADPH consumption readout; Thioredoxin reductase 1, cytoplasmic (Rattus norvegicus), O89049; note: potency is the fitted concentration of half-maximal effect; % is set by controls: 0 for no effect and ±100 for the full control effect; nearly all actives have a fitted effect of over 50% in size
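Rat TrxR1, dispensed at 90 nM, was prereduced with 400 uM NADPH (final) for 5 min at ~22 deg C, then incubated with compound 15 min before 400 uM selenite. A first-read NADPH fluorescence drop versus no-compound background flagged substrates.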
Pin1 inhibitor = qHTS Assay to Find Inhibitors of Pin1 | Peptidyl-prolyl cis-trans isomerase NIMA-interacting 1 (Homo sapiens), Q13526 | Pin1 FP peptide displacement, HiFluor488, 10 min | Potency, µM (titrated, usually from 115 µM), inactives show top-dose activity, negative = inhibition, usual class: inhibitors | 390,000 tested, 0.009% active | AID 504891, 2011; active = well fitted inhibition curve with a large enough effect in the polarisation, with a control signal flat, not every such curve was filed as active; inconclusive = small, poorly fitted or top-dose-only effect, or effect the other way, or a change in a side signal; inactive = no such curve, though single readings can be large or run the other way; the % refers to the polarisation; note: potency is the fitted concentration of half-maximal effect; % is set by controls: 0 for no effect and ±100 for the full control effect
GLS inhibitor = qHTS for Inhibitors of Glutaminase (GLS) | 410,000 tested, 0.21% active | Glutaminase kidney isoform, mitochondrial (Homo sapiens), O94925 | Potency, µM (doses to about 45.5 µM), for inactives: at the highest dose activity change, negative = inhibition, usual class: inhibitors | AID 624170, 2012 | GLS enzymatic activity, qHTS titration; note: potency is the fitted concentration of half-maximal effect; % is set by controls: 0 for no effect and ±100 for the full control effect
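Coupled fluorescence readout: glutamate oxidase/HRP/Amplex Red detect glutamate formed by hKGA from L-glutamine (1 mM solution added). Buffer 45 mM KH2PO4 pH 8.2, 0.02% Tween-20; reads at t0 and 30 min RT.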
TrxR1 inh = qHTS Assay for Inhibitors of Mammalian Selenoprotein Thioredoxin Reductase 1 (TrxR1): qHTS. 390,000 tested, 1% active. Thioredoxin reductase 1, cytoplasmic (Rattus norvegicus), O89049. recombinant rTrxR1, NADPH fluorescence consumption, selenite substrate. Potency, µM (top dose mostly 114 µM), for the others: top-dose activity change, negative = inhibition, hits mostly inhibitors. AID 588453, 2011; note: potency is the fitted concentration of half-maximal effect; % is set by controls: 0 for no effect and ±100 for the full control effect; nearly all actives have a fitted effect of over 65% in size
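Rat TrxR1 (90 nM in the dispensed reagent) was pre-reduced with 400 uM NADPH for 5 min at room temperature, then incubated with compound for 15 min. After 400 uM selenite was added, NADPH fluorescence (Ex 340/Em 450 nm) was followed for 8 min.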
mIDH1 inhibitor = qHTS for Inhibitors of mutant isocitrate dehydrogenase 1 (IDH1): qHTS. IDH1-R132H enzyme, NADPH consumption, diaphorase/resazurin fluorescence. Potency, µM (doses to about 76.6 µM), inactives show at the highest dose activity change, negative = inhibition, actives largely listed as inhibitors. 390,000 tested, 0.093% active; note: potency is the fitted concentration of half-maximal effect; % is set by controls: 0 for no effect and ±100 for the full control effect; nearly all actives have a fitted effect of over 65% in size
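IDH1-R132H (0.5 ug/mL dispensed) in pH 7.5 Tris buffer was preincubated 30 min with compound, then given a substrate mix of 0.016 mM NADPH and 2 mM alpha-KG for 80 min at room temperature; remaining NADPH was read by diaphorase/resazurin fluorescence.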
USP1-UAF1 inh = Inhibitors of USP1/UAF1: Primary Screen; Ubiquitin carboxyl-terminal hydrolase 1 (Homo sapiens), O94782; recombinant USP1/UAF1, Ub-Rhodamine cleavage fluorescence; Potency, µM (doses to about 57.1 µM), without a hit: at the top dose activity change, negative = inhibition, hits mostly inhibitors; 390,000 tested, 0.23% active; AID 743255, 2014; note: potency is the fitted concentration of half-maximal effect; % is set by controls: 0 for no effect and ±100 for the full control effect; nearly all actives have a fitted effect of over 60% in size; inactives centre near -12
Target sequence (O94782 whole entry, looked up): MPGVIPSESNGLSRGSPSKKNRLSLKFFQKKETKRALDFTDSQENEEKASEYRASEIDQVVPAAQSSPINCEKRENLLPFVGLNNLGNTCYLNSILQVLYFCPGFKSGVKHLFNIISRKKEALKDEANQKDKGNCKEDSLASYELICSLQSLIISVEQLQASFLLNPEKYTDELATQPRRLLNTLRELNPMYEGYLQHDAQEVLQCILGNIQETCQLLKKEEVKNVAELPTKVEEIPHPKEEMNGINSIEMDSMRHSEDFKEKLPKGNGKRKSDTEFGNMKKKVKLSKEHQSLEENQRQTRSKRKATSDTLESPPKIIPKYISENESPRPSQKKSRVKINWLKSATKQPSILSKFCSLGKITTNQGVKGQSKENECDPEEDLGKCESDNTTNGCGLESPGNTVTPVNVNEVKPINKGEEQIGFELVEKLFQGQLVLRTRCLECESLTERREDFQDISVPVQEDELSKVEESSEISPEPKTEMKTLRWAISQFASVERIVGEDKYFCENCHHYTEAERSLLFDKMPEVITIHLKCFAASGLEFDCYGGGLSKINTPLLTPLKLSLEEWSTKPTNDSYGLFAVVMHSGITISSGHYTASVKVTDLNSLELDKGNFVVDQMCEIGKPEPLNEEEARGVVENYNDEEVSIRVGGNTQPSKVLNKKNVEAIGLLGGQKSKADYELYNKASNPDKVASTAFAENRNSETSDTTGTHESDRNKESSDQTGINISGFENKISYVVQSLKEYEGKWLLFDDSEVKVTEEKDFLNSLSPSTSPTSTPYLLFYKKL
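USP1/UAF1 complex at 1 nM was preincubated with compound for 15 min at room temperature, then Ub-Rho substrate (150nM final) was added. Fluorescence (480/540 nm) was read kinetically, 6 reads every 60 seconds.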
HP1b binding inh = HTS for Inhibitors of HP1-beta Chromodomain Interactions with Methylated Histone Tails | AID 540317, 2011 | Potency, µM (doses to about 114 µM), inactives show top-dose activity change, negative = inhibition, usual class: inhibitors | 390,000 tested, 0.56% active | Chromobox protein homolog 1 (Homo sapiens), P83916 | AlphaScreen HP1-beta / biotin-H3K9me3 peptide binding; note: potency is the fitted concentration of half-maximal effect; nearly all actives have a fitted effect of over 70% in size; inactives centre near 23
Target sequence (P83916 whole entry, looked up): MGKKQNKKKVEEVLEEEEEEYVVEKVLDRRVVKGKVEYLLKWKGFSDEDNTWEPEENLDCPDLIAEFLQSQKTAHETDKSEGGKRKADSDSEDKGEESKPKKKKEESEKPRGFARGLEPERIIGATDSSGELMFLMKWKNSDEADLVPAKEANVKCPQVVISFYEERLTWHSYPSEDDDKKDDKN
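HP1-beta protein (50 nM final) preincubated 30 min at room temperature with biotinylated H3(1-18)K9me3 peptide (50 nM) in PBS pH 7.4, 0.01% Tween-20, then compound added for 30 min. AlphaScreen streptavidin donor/nickel chelate acceptor beads (10 ug/mL final), 30 min dark, luminescence read.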
Numbers without * were called inactive; i = inactive; ? = inconclusive; & = joins results of further samples; [ ] = remark or other dose. Unless noted, calls come from the whole dose curve; as a rule, active = well fitted curve in the direction sought with a large enough effect; inconclusive = small, poorly fitted or top-dose-only effect, or another doubt; inactive = no such curve, though single readings can be large; an effect the other way counts as inactive or inconclusive. The list is partial; count on the stated rates, not on these rows.

SMILES	PI4K2A inh	Tb PGK inh	TrxR1 substrate	Pin1 inhibitor	GLS inhibitor	TrxR1 inh	mIDH1 inhibitor	USP1-UAF1 inh	HP1b binding inh
COc1ccccc1N(C)C(=O)c1cc(S(=O)(=O)N2CCCC2)cn1C	4	i	0%[57.1 µM]	-2%	-5%	5%[57.1 µM]	-18%	-13%	15%
O=C(Cc1ccccc1)NCC(=O)OCc1ccccc1F	-4	-2%	-3%	-13%	-4%	21%	-8%	-15%	55%[activator]
CCOC(=O)c1ccc2ncc(C(=O)OCC)c(NCCN3CCOCC3)c2c1	-4	-2%	-4%	-10%	-4%	5%	-3%	-21%	43%[activator]
CCCCNc1sc(S(=O)(=O)CC)nc1S(=O)(=O)c1ccc(C)cc1	-4	i	-6%	12%	3%	9%	-3%	10%	21%
COc1c(Cl)cc(Cl)cc1CNc1ccc(S(N)(=O)=O)cc1	3	-3%	3%[57.1 µM]	-5%	4%	7%[57.1 µM]	3%	-22%	-5%
Cc1ccc(NC(=O)c2sccc2C)nc1	?	?	5%	-1%	-11%	19%	1%	-18%	24%
CCCCc1c(O)nc(SCC(=O)NC(C)(C)C)n(-c2ccccc2C)c1=O	-3	-8%	0%	4%	2%	8%	-2%	5%	61%[activator]
CCCCSc1nnc2nc(C)cc(C)n12	4	-6%	7%	-10%	?	6%	3%	-3%	19%
COc1ccc(NC(=O)Cn2c(=O)n(CC3CCCO3)c(=O)c3cc(OC)c(OC)cc32)c(OC)c1 (centres undefined)	5	-7%	-4%	2%	-18%	4%	-2%	-11%	29%
CCN(CC(=O)Nc1c(F)cccc1F)C(=O)CNC(=O)c1cccs1	5	-4%	5%	1%	9%	15%	-5%	-3%	22%
CCOc1ccccc1NC(=O)C1CCN(S(=O)(=O)c2ccc(Br)cc2)CC1	-1	-2%	6%[57.1 µM]	-3%	1%	26%[57.1 µM]	14%	-8%	46%[activator]
COc1ccc(N2CCN(CCNC(=O)Nc3cc(Cl)ccc3Cl)CC2)cc1	-2	-1%	11%[57.1 µM]	-7%	-2%	1%	-1%	-15%	35%
COc1ccc2[nH]cc(CCNC(=O)Cn3cc(C)c(=O)[nH]c3=O)c2c1	-1	-10%	3%	-3%	14%	12%	-3%	-18%	11%
COCCSc1ccccc1C(=O)Nc1ccc(Cl)cc1	-4	-6%	6%	-1%	-2%	58%[activator]	2%	?	20%
Cc1cccc(C)c1NC(=O)CS(=O)(=O)c1nc(-c2ccc(Cl)cc2)cn1-c1ccccc1	2	i	-4%	0%	-12%	28%	-10%	-4%	-1%
Cn1nnnc1SCC(=O)N(C1CCCCC1)C1CCS(=O)(=O)C1 (centres undefined)	-2	5%	6%	-2%	6%	16%[57.1 µM]	2%	-20%	49%[activator]
COc1cccc(/C=C/c2onc(C)c2S(=O)(=O)N2CCC(C(=O)N3CCC(C)CC3)CC2)c1	-2	0%	5%[57.1 µM]	13%	0%	28%[57.1 µM]	14%	-5%	25%
COc1ccc(-n2c(=O)c3c(c4cc(OC)ccc4n3C)n(Cc3ccc(F)cc3Cl)c2=O)cc1	0	-2%	-3%	-7%	4%	-6%	19%	-8%	10%
COC(=O)c1c(NC(=S)NNC(=O)c2ccc(Cl)s2)sc(C(=O)N(C)C)c1C	-4	0%	-10%	-7%	31%[activator]	?	7%	-15%	-6%
Cc1ccc(NC(=O)C2CCCN(c3ncnc4c3nc3n4CCCCC3)C2)c(Br)c1 (centres undefined)	0	-7%	-7%	-1%	-1%	6%	-6%	0%	34%
O=C1c2ccccc2N2C(=O)c3ccccc3C2N1Cc1ccco1 (centres undefined)	-2	-7%	0%	11%	28%	?	-9%	-8%	15%
COc1cc(/C=C(\C#N)c2nc3ccccc3[nH]2)ccc1Oc1ccc([N+](=O)[O-])cn1	3	-7%	4%[57.1 µM]	?	-1%	0%[57.1 µM]	0%	-15%	38%
COc1ccc(-n2nc(C(=O)N3CCN(c4ccccc4OC)CC3)c3c4ccccc4n(C)c3c2=O)cc1Cl	-1	-9%	1%	-5%	-4%	17%	0%	-4%	62%[activator]
CC(=O)Nc1ccc(NC(=O)Cn2cnc3c(cnn3C(C)(C)C)c2=O)cc1	-17	-3%	6%	-5%	-1%	7%	1%	-24%	37%
O=C1C(Cc2ccccc2)Nc2ncnc(N3CCN(c4ccccc4)CC3)c2N1Cc1ccc(Cl)cc1 (centres undefined)	2	9%	10%[57.1 µM]	20%	3%	11%[57.1 µM]	0%	-23%	17%

Next part, starting with the last 2 of the part before.
SMILES	PI4K2A inh	Tb PGK inh	TrxR1 substrate	Pin1 inhibitor	GLS inhibitor	TrxR1 inh	mIDH1 inhibitor	USP1-UAF1 inh	HP1b binding inh
CC(=O)Nc1ccc(NC(=O)Cn2cnc3c(cnn3C(C)(C)C)c2=O)cc1	-17	-3%	6%	-5%	-1%	7%	1%	-24%	37%
O=C1C(Cc2ccccc2)Nc2ncnc(N3CCN(c4ccccc4)CC3)c2N1Cc1ccc(Cl)cc1 (centres undefined)	2	9%	10%[57.1 µM]	20%	3%	11%[57.1 µM]	0%	-23%	17%
COc1cc(OC)c(N(C)C(=O)c2cn(C)c(=O)c3cc(OC)c(OC)cc23)cc1Cl	-3&3	-2%	-12%&1%	3%&0%	2%&1%	-1%&11%	10%&-1%	-6%&-23%	17%&24%
O=C(c1cccs1)N(c1ccc(Br)cc1)C1C=CS(=O)(=O)C1 (centres undefined)	0	4%	0%	-1%	0%	7%	0%	2%	28%
CCOC(=O)c1nnsc1-c1ccc(-c2snnc2C(=O)OCC)cc1	4	-1%	-7%[57.1 µM]	-1%	-3%	-8%[57.1 µM]	-12%	-19%	43%[activator]
O=C(Cc1ccccc1)N(Cc1cccnc1)c1nc2c(F)cc(F)cc2s1	1	-3%	-11%[57.1 µM]	9%	-9%	0%[57.1 µM]	0%	-26%	1%
COc1ccc(NC(=O)c2cc3c(CO)cnc(C)c3oc2=Nc2cc(OC)cc(OC)c2)cc1	0	-4%	-2%[57.1 µM]	-3%	5%	-3%[57.1 µM]	-8%	-8%	-22%
Cc1ccc(NS(=O)(=O)c2ccc(-n3cccn3)cc2)c(Br)c1	-5&5	-7%&1%	5%	?	2%&5%	36%	16%&3%	-26%&0%	65%[activator]
COc1ccc(NC(=O)C2CCCCN2S(=O)(=O)c2ccc(F)cc2)cc1 (centres undefined)	-3	-5%	12%[57.1 µM]	0%	3%	27%[57.1 µM]	-3%	-7%	42%[activator]
CCc1nn(CC(=O)N2CCCCC2)c(=O)c2cc3occc3n12	-2	i	2%	-9%	-2%	14%	-8%	-7%	25%
CC(C)n1cc(/C=C2/SC(=O)N(CC(=O)N3CCCC3)C2=O)c2ccccc21	2	-7%	21%[57.1 µM]	5%	0%	20%[57.1 µM]	3%	-9%	33%[activator]
CC(OC(=O)CC1CC2CCC1C2)C(=O)Nc1ccc(C(N)=O)cc1 (centres undefined)	-3	-9%	3%	0%	0%	32%	0%	-20%	37%[activator]
CSCCC(NC(=O)c1ccccc1)C(=O)OCC(=O)c1ccc[nH]1 (centres undefined)	-5	-2%	1%[57.1 µM]	11%	0%	10%	3%	-3%	18%

Some of the entries so far, as comma-separated lines.
compound,PI4K2A inh,Tb PGK inh,TrxR1 substrate,Pin1 inhibitor,GLS inhibitor,TrxR1 inh,mIDH1 inhibitor,USP1-UAF1 inh,HP1b binding inh
COc1ccccc1N(C)C(=O)c1cc(S(=O)(=O)N2CCCC2)cn1C,4,i,0%[57.1 µM],-2%,-5%,5%[57.1 µM],-18%,-13%,15%
O=C(Cc1ccccc1)NCC(=O)OCc1ccccc1F,-4,-2%,-3%,-13%,-4%,21%,-8%,-15%,55%[activator]
CCOC(=O)c1ccc2ncc(C(=O)OCC)c(NCCN3CCOCC3)c2c1,-4,-2%,-4%,-10%,-4%,5%,-3%,-21%,43%[activator]
CCCCNc1sc(S(=O)(=O)CC)nc1S(=O)(=O)c1ccc(C)cc1,-4,i,-6%,12%,3%,9%,-3%,10%,21%
